Screening data from PubChem.
Lmaj promast: Leishmania major promastigote growth inhibition, primary screen. Leishmania major promastigotes, resazurin fluorescence viability. inhibition, % at 10 µM. hit rate 9% among 200,000. AID 1063, 2008; in the data active means inhibition above about 50%;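 further: promastigotes grown with compound for 44 hours at 28 °C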
FLuc stim CS: FLuc activators, initial screening, artefact control for FLuc-dependent activation tests, biochemical, ATPlite luminescence. Luciferin 4-monooxygenase (Photinus pyralis), P08659. ATPlite luciferase biochemical, 10 min; 0 = ATP-free wells, 1 = DMSO control. 200,000 tested, under 10 active. AID 1027, 2008. activation factor at 10 µM;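 active means luciferase activation factor, scaled between plate controls, of at least 2 with compound at 10 µM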
Target sequence (P08659 whole entry, looked up): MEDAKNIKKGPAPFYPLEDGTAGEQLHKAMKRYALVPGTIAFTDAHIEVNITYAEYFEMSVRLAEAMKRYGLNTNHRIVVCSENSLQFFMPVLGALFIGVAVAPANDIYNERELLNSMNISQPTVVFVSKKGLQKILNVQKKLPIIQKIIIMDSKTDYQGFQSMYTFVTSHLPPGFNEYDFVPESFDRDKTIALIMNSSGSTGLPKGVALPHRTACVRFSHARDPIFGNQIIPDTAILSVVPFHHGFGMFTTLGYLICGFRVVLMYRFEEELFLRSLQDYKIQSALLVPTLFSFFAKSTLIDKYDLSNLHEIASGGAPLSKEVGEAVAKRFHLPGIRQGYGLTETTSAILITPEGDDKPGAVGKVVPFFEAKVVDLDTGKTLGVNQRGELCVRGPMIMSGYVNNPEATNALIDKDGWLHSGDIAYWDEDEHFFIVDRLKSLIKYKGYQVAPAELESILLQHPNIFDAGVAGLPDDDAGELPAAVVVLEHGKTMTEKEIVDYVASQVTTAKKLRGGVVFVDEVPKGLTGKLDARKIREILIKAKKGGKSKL
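System: cell-free luciferase reagent; medium: PBS as buffer for the ATP substrate; doses: test compounds dosed from 2 mM stocks in 100% DMSO; incubation: 10 min, room temperature; measured by: luminescence from luciferase reaction; read-out: luciferase activation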
RAM inhibit: inhibitors of the yeast RAM network, primary screen, dse1pr::URA3 reporter, 5-FOA selection. S. cerevisiae dse1pr::URA3 reporter, 5-FOA growth OD615, 2 d; analog-sensitive cbk1-as2 kinase mutant strain. inhibition, % at 50 µM. hit rate 1.8% among 190,000. AID 868, 2007;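 active means inhibition above a set limit, 3 SD over mean compound inhibition, cut at about 8.4% in these data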;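 further: 0% = DMSO-only wells with no growth and 100% = 10 µM 1-NA-PP1 full growth; inhibition rescues growth on 5-FOA so higher OD means more RAM inhibition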
bIAP activator: bovine intestinal alkaline phosphatase activators, primary screen, biochemical, bovine IAP, CDP-star luminescence. activation factor at 20 µM. hit rate 0.17% among 200,000. purified bovine IAP, 30 min; hits give high values; fold of DMSO-control signal, blank-subtracted. alkaline phosphatase, intestinal [Bos taurus]. AID 1016, 2008;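 active means activation factor of 2 or more at 20 µM, a signal rise over negative controls twice the positive control's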
bIAP inh: bovine intestinal alkaline phosphatase inhibitors, primary screen, selectivity assay for TNAP inhibitor project, biochemical, bovine IAP, CDP-star luminescence; 190,000 tested, under 10 active; alkaline phosphatase, intestinal [Bos taurus]; inhibition, % at 20 µM; purified bovine IAP, 30 min; AID 1019, 2008;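 active means over 50% inhibition of intestinal alkaline phosphatase at 20 µM in the single-dose screen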
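Incubation: 30 min reaction at room temperature / Material: purified bovine intestinal alkaline phosphatase (IAP) enzyme / Input: enzyme at 1/65,000,000 dilution / Dosing: 20 µM single dose / Signal: CDP-star luminescence signal / Reagent: CDP-star chemiluminescent phosphatase substrate, 30 µM final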
APP 5UTR inh: inhibitors of APP translation via 5'UTR reporter, primary screen, APP 5'UTR luciferase, SH-SY5Y cells; SH-SY5Y APP 5'UTR-luciferase reporter, luminescence; inhibition, % at 2 µM; hit rate 0.82% among 190,000;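 active means inhibition above a set limit, derived from the sample mean plus 3 SD, cut at about 45% in these data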; further: values of inactives mirror those of a sister screen read the other way
TNAP inh no acc: human TNAP enzyme inhibitors, primary screen, biochemical, luminescent, no phosphate acceptor, uHTS | Alkaline phosphatase, tissue-nonspecific isozyme (Homo sapiens), P05186 | purified TNAP, CDP-star luminescence, 30 min | inhibition, % at 20 µM | hit rate 0.26% among 200,000;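 active means tissue-nonspecific alkaline phosphatase inhibition above about 50% at 20 µM in the single-dose screen, limit read from the data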;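 further: 0% = DMSO negative control and 100% = EDTA positive control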
Target sequence (P05186 whole entry, looked up): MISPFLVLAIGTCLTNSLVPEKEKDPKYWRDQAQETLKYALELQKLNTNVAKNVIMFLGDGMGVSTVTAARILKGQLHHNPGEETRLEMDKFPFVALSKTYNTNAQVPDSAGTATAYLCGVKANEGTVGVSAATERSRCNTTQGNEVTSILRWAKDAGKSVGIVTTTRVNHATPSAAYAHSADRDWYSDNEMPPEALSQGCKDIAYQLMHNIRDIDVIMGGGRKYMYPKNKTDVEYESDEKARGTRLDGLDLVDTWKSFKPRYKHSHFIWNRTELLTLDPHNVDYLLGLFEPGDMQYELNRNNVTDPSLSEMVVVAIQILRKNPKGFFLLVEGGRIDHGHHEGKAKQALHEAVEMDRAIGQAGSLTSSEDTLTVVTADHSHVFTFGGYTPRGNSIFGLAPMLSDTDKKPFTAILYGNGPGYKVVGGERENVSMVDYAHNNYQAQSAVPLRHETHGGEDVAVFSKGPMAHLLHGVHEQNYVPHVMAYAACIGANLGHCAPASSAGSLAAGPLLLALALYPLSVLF
FLuc inhib CS: firefly luciferase enzyme inhibitors, primary screen, artefact control for luciferase-based inhibitor screens, biochemical, luminescence, ATPLite; 10 min; inhibition, % at 10 µM; hit rate 1.5% among 200,000; Luciferin 4-monooxygenase (Photinus pyralis), P08659; AID 1006, 2008;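 active means inhibition above about 50% when tested at 10 µM, limit read from the data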
TNAP inh hi DEA: human TNAP enzyme inhibitors, primary screen, biochemical, luminescent, high phosphate acceptor level, uHTS; Alkaline phosphatase, tissue-nonspecific isozyme (Homo sapiens), P05186; purified TNAP, CDP-star luminescence, 1 M DEA; inhibition, % at 20 µM; hit rate 0.03% among 200,000;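 active means over 50% inhibition of tissue-nonspecific alkaline phosphatase at 20 µM in the single-dose screen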;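 further: plate controls were DMSO wells for no effect and EDTA-quenched wells as full inhibition for full effect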
TNAP act hiacc: TNAP activators at high phosphate acceptor level, primary screen, biochemical, luminescence, uHTS; Alkaline phosphatase, tissue-nonspecific isozyme (Homo sapiens), P05186; purified TNAP, CDP-star luminescence, 1 M DEA, 30 min; hits give high values; 0 = EDTA background, 1 = DMSO-only activity; activation factor at 20 µM; 200,000 tested, under 10 active; AID 1136, 2008;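 active means activation factor at least 2 at 20 µM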
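Control set: EDTA negative control, DMSO positive control / Assay system: human TNAP / Quantity: TNAP 1/800 final / Evaluation: TNAP activation factor scaled between EDTA and DMSO control wells / Measured by: luminescent substrate turnover signal / Compound dosing: one dose, 20 µM / Times: 30 min enzyme reaction at room temperature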
An asterisk follows results filed as active; · = not tested or not shown; & = joins results of further samples.

Start of the listing, in advance, 5 compounds:
canonical_smiles,TNAP inh hi DEA,bIAP inh,FLuc stim CS,TNAP inh no acc,APP 5UTR inh,RAM inhibit,FLuc inhib CS,Lmaj promast,TNAP act hiacc,bIAP activator
O=C1c2cccc3cc(Br)cc(c23)C(=O)N1Nc1ccc(Br)cc1,3,8,1,-12,6,-1.0,-2,-2,1,0.9
CCNC(=O)C/C(C)=N/NC(=O)C12CC3CC(CC(C3)C1)C2,-3,1,1,-6,-19,0.1,-5,2,1,1
Cc1sc(CO)c(Sc2ccccc2)c1C(=O)O,-4,-3,1,-3,-1,0.4,-3,-7,1,1
c1ccc2c(c1)C(=Nn1cnnc1)c1ccccc1-2,-3,9,1,-11,-1,1.4,-1,14,1,0.9
Cc1nn(-c2ccccc2)c(C)c1NC(=O)c1ccc(S(=O)(=O)N2CCCC2)cc1,-6,-8,1.1,-13,10,2.5,-8,-10,1.1,1.1

This part in full, previewed entries included:
canonical_smiles,TNAP inh hi DEA,bIAP inh,FLuc stim CS,TNAP inh no acc,APP 5UTR inh,RAM inhibit,FLuc inhib CS,Lmaj promast,TNAP act hiacc,bIAP activator
O=C1c2cccc3cc(Br)cc(c23)C(=O)N1Nc1ccc(Br)cc1,3,8,1,-12,6,-1.0,-2,-2,1,0.9
CCNC(=O)C/C(C)=N/NC(=O)C12CC3CC(CC(C3)C1)C2,-3,1,1,-6,-19,0.1,-5,2,1,1
Cc1sc(CO)c(Sc2ccccc2)c1C(=O)O,-4,-3,1,-3,-1,0.4,-3,-7,1,1
c1ccc2c(c1)C(=Nn1cnnc1)c1ccccc1-2,-3,9,1,-11,-1,1.4,-1,14,1,0.9
Cc1nn(-c2ccccc2)c(C)c1NC(=O)c1ccc(S(=O)(=O)N2CCCC2)cc1,-6,-8,1.1,-13,10,2.5,-8,-10,1.1,1.1
C=CCn1c(-c2ccc(Cl)cc2)cnc1SC(C)C(=O)NC(N)=O (stereo not given),-3,25,1,-8,0,0.2,0,5,1,0.8
CCN(CC)S(=O)(=O)c1ccc2nc(SC)sc2c1,-2,14,1,-6,11,0.1,-2,4,1,0.9
NC(=O)c1cccc2cc3ccccc3cc12,0,2,1,-3,11,0.6,-3,4,1,1
CCCn1c(N)c(Sc2ccccc2)c(=O)n(CCC)c1=O,-1,15,1.1,-8,-3,2.3,-7,2,1,0.8
COC(=O)C1=C(C)NC(c2c(O)ccc3ccccc23)C(C(=O)OC)=C1C (stereo not given),5,9,1,-1,-30,4.6,1,19,0.9,0.9
CCCC(=O)Nc1ccc(NC(=O)c2ccccc2OC)cn1,-6,9,1,-8,-9,3.5,-1,2,1.1,0.9
O=C(O)C1CCN(S(=O)(=O)/C=C/c2ccccc2)CC1,-3,40,1.1,-8,16,0.6,-5,-4,1,0.6
COc1ccc(C)cc1NC(=O)Cn1cnnn1,-3,7,1.1,-4,-24,0.1,-8,5,1,0.9
CN1C(=O)CC(N2CCN(c3ccccn3)CC2)C1=O (stereo not given),2,8,1,-3,-3,0.5,1,-10,1,0.9
O=C(Nc1ccc(C(=O)N2CCCC2)cc1)c1ccc2c(c1)OCO2,-6,10,0.8,-13,-31,2.4,18,-12,1.1,0.9
CC1=C(C(=O)Nc2cccnc2)C(c2ccc3c(c2)OCO3)C2=C(CCCC2=O)N1 (stereo not given),-3,0,1.1,-6,-9,0.7,-5,-5,1,1
O=C(Nc1cc(S(=O)(=O)Nc2ccc(Cl)cc2)ccc1N1CCCCC1)c1ccc(F)cc1,2,-8,1,-3,0,1.9,-4,37,1,1.1
Fc1cc(F)cc(-c2oncc2-c2nnnn2-c2ccccc2)c1,0,8,1.1,0,-4,0.7,-8,-1,1,0.9
O=C(CN1CCCCCC1)Nc1cccc2c1OCO2,-9,5,1.1,-6,0,1.8,-8,-4,1.1,0.9
O=[N+]([O-])c1cc(Cc2ccccc2)cc(C=Nc2ccc(N3CCOCC3)cc2)c1O,19,10,1,29,7,-0.1,-3,-4,0.8,0.9
O=C(/C=C/Nc1ccc(F)cc1F)c1cccs1,-2,25,0,3,-107,2.3,98*,-8,1,0.7
O=C(O)CC(NC(=O)C(c1ccccc1)c1ccccc1)c1ccco1 (stereo not given),0,9,1,-3,-6,0.8,-1,-7,1,0.9
Cc1cc(NS(=O)(=O)c2ccc(NC(=O)CSc3nnc(-c4ccco4)n3N)cc2)nc(C)n1,-4,40,1.1,-7,2,-0.8,-8,-6,1,0.6
CCN(CC(=O)Nc1cc(Cl)ccc1C)C(=O)COc1ccccc1F,-2,-8,1,-5,-8,-0.5,-4,3,1,1.1
CCCCCOC(=O)c1[nH]c2c(c1C)C(=O)CC(c1ccco1)C2 (stereo not given),-1,-7,1.1,-2,95*,1.8,-9,28,1,1.1
COc1ccc(S(=O)(=O)NCc2ccco2)c2ccccc12,-11,31,1.1,-10,-7,0.2,-5,-7,1.1,0.7
Cc1ccc(NC(=O)c2ccccc2F)cc1S(=O)(=O)N1CCCCCC1,-2,16,1,-16,-17,13*,-5,27,1,0.8
CCC(=O)Nc1nc(-c2ccc3c(c2)CC(C)N3S(C)(=O)=O)cs1 (stereo not given),-4,-10,1.1,-4,-10,0.6,-6,-1,1,1.1
COc1cc(C)nc(NS(=O)(=O)c2ccc(C)cc2)n1,-3,6,1,-10,-21,0.6,-1,-4,1,0.9
CCc1ccc(N2CC(C(=O)OCC(=O)Nc3cc(C)on3)CC2=O)cc1 (stereo not given),-1,10,1,-11,11,2.0,-1,-5,1,0.9

The final two entries of the part before open the next one.
canonical_smiles,TNAP inh hi DEA,bIAP inh,FLuc stim CS,TNAP inh no acc,APP 5UTR inh,RAM inhibit,FLuc inhib CS,Lmaj promast,TNAP act hiacc,bIAP activator
COc1cc(C)nc(NS(=O)(=O)c2ccc(C)cc2)n1,-3,6,1,-10,-21,0.6,-1,-4,1,0.9
CCc1ccc(N2CC(C(=O)OCC(=O)Nc3cc(C)on3)CC2=O)cc1 (stereo not given),-1,10,1,-11,11,2.0,-1,-5,1,0.9
Cn1c(CSCc2ccc(Cl)cc2)nnc1SCC(=O)Nc1nc2ccccc2s1,-1,19,1,-4,11,4.6,-5,-5,1,0.8
COc1cc2[nH]c3c(N4CCN(c5ccc(Cl)cc5)CC4)ncnc3c2cc1OC,-4,18,1.1,-9,10,5.6,-7,19,1,0.8
CSc1nnc(N(CCC#N)CCC#N)s1,-4,1,1,-8,-5,2.4,-3,-3,1,1
Cc1ccc(OCC(=O)Nc2ccc(-c3nc4ncccc4o3)cc2)c(C)c1,3,13,1,-2,-24,0.8,-2,39,1,0.9
COc1cc(S(=O)(=O)NC2CCCCC2)ccc1Cl,-3,10,1.1,-9,15,2.1,-5,1,1,0.9
COc1cc(-c2noc(-c3ccco3)n2)cc(OC)c1OC,-8,2,1.1,-12,3,3.0,-7,8,1.1,1
CC1=C(C(=O)OCC(C)C)C(c2cccc(F)c2)N2C(=O)C(C)SC2=N1 (stereo not given),-5,-8,1,-9,5,2.7,0,8,1,1.1
CCSc1nnc(NC(=O)c2cccc(S(=O)(=O)N(C)c3ccccc3)c2)s1,-4,0,1.1,-30,7,4.7,-9,-4,1,1
CCC(SC1=NCCS1)C(=O)Nc1nnc(-c2ccccc2OC)s1 (stereo not given),0,14,1.1,-2,-6,3.0,-6,19,1,0.9
c1ccc(Nc2nc(CSc3ncn[nH]3)cs2)cc1,6,-33,0.9,-63,-58,0.0,14,14,0.9,1.3
O/N=C/c1cn(-c2ccccc2)nc1-c1cccnc1,-8,-13,1,-6,1,2.0,-1,15,1.1,1.1
COc1ccccc1N1CCN(C(=O)c2ccc(CN3CCOCC3)cc2)CC1,-2,-10,1.1,-2,5,3.2,-6,-15,1,1.1
Cc1cc(C)cc(NC(=O)c2nccnc2C(=O)O)c1,-2,1,1,-14,5,0.5,-3,-4,1,1
CN(CC(=O)N1CCCCC1)S(=O)(=O)c1ccc(Cl)cc1,-2,7,1,-9,-4,4.2,2,-1,1,0.9
CCCCCOC(=O)Cn1c(=O)c2c(nc(N3CCOCC3)n2C)n(C)c1=O,-6,4,1.1,-13,1,-0.1,-7,-1,1.1,1
CCSc1nnc(NC(=O)COc2ccc3ccccc3c2)s1,-1,7,1,-4,-8,5.0,-4,-9,1,0.9
CCOC(=O)c1sc2ccc(S(=O)(=O)N3CCCCC3)cc2c1N,-2,6,1.1,-10,-5,0.8,-8,19,1,0.9
COc1ccc(C(=O)C2CC2c2ccc3c(c2)OCO3)cc1 (stereo not given),1,11,1,-7,10,-1.5,1,3,1,0.9
Cc1cc(OCC(O)CN2CCN(CCO)CC2)ccc1C(C)C (stereo not given),7,-3,1,-6,9,0.3,-1,89*,0.9,1
COc1cc([N+](=O)[O-])ccc1NC(=O)COC(=O)c1n[nH]c2ccccc12,-6,2,1,-19,2,7.3,-4,60*,1.1,1
Cn1c(CNC(=O)C(C)(C)C)nc2ccccc21,-10,-4,1.1,-4,-18,0.3,-8,-5,1.1,1
CCOC(=O)N/N=C/c1cccnc1,-2,1,1,-7,-11,0.7,-4,1,1,1
COc1ccc(C(C(=O)NC2CCCC2)N(C(=O)c2ccoc2C)c2ccc(C)c(C)c2)cc1 (stereo not given),-4,-8,1.1,-25,·,2.7,-8,75*,1,1.1
Cc1c(OCC(F)(F)F)ccnc1CS(=O)c1nc2ccccc2[nH]1 (stereo not given),-3&-7,9&3,1&1,-8&-10,-31,0.1,2&1,-9,1&1.1,0.9&1
Cc1ccc(Cn2nc(C)c(NC(=O)CSc3n[nH]c(C)c3[N+](=O)[O-])c2C)cc1,0,-4,1.1,-2,-8,2.1,-7,-3,1,1
O=C(Nc1ccccc1C(=O)O)c1ccc2ccccc2n1,-1,-1,0.4,1,-23,1.8,56*,4,1,1
